High-throughput results as filed in PubChem.
ABHD5 PLIN5 PPI: ABHD5-PLIN5 interaction inhibitors, primary screen, cell lysate, split luciferase complementation, luminescence; inhibition, % at 4 µM; AID 602281, 2012; Perilipin-5 (Homo sapiens) + 1-acylglycerol-3-phosphate O-acyltransferase ABHD5 (Homo …; 0.78% of 360,000 active; Split G. princeps luciferase complementation, 4 h;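 active means inhibition above the mean inhibition across every tested compound plus 3 SD, cut at about 22% in these data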;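 further: 0% = DMSO only wells and the 100% control is not disclosed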
ABCB6 inh 2: ABCB6 transporter inhibitors, primary screen, K562-ABCB6 cells, flow cytometry, MLPCN library. ATP-binding cassette sub-family B member 6 (Homo sapiens), Q9NP58. K562-ABCB6 porphyrin accumulation, 1 h; stronger effect = lower value. fluorescence ratio to DMSO, % at 10 µM. 0.19% of 360,000 active. AID 602162, 2011;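 active means fluorescence ratio to DMSO below 75%, the collection mean minus 3 SD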;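 further: signal is porphyrin accumulated inside mitochondria; 100% equals median channel fluorescence of DMSO control wells; lower ratio means ABCB6 inhibition with less porphyrin fluorescence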
Target sequence (Q9NP58 whole entry, looked up): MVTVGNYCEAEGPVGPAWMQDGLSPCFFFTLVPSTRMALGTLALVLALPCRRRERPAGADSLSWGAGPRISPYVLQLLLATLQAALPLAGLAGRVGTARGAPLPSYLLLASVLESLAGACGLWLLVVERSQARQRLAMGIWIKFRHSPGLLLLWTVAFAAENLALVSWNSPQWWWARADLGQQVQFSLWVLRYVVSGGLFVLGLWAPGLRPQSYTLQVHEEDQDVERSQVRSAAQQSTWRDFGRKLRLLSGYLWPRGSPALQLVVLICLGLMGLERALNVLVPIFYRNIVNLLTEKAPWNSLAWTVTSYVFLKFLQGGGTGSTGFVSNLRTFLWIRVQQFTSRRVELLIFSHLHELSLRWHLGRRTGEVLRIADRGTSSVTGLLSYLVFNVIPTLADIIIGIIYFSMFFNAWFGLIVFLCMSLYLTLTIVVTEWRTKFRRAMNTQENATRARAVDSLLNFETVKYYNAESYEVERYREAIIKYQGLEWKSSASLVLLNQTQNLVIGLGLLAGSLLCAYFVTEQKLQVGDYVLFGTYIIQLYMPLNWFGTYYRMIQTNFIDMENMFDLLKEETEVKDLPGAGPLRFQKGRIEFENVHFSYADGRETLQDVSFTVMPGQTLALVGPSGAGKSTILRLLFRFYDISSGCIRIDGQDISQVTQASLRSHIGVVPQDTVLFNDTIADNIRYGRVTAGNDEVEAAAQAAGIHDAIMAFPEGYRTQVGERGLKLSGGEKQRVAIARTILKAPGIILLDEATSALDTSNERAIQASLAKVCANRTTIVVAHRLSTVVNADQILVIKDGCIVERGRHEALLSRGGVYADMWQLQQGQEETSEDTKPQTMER
MC4R ag barr: MC4R agonists recruiting beta-arrestin, primary screen, cell-based, luminescence, agonist arm of biased-ligand search; U2OS MC4R beta-arrestin complementation; percent of melanotan II response, DMSO zero; activation, % at 8.9 µM; 0.98% of 360,000 active; AID 540308, 2011;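 active means activation above a per-plate cutoff, the mean activation of sample wells on that plate plus 3 SD, cut at about 8% in these data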
HTR2A ag: mouse Htr2a agonists via beta-arrestin recruitment, primary screen, cell-based, luminescence; 5-hydroxytryptamine receptor 2A (Mus musculus), P35363; CHO-K1 mHTR2A beta-arrestin complementation; percent of 30 µM serotonin response; activation, % at 7.6 µM; 0.66% of 360,000 active; AID 624169, 2012;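 active means activation above a run cutoff, the mean activation of all tested compounds plus 3 SD, cut at about 14% in these data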;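 further: 0% = plate median of compound wells and 100% = 30 µM serotonin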
TLR9-MyD88 block: inhibitors of TLR9-MyD88 association in cells, primary screen, cell-based, CHO, BLA complementation, fluorescence; CCF4 FRET ratio; inhibition, % at 4.98 µM; 0.21% of 340,000 active; AID 504734, 2011;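 active means inhibition above the mean over all tested compounds plus 3 SD, cut at about 21% in these data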;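 further: 0% = DMSO only wells and 100% = clavulanate BLA inhibitor control wells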
Glyco luc inh: increase of ERlucT glycosylation luciferase signal, primary screen, N-linked glycosylation inhibitor project, D54 ERlucT cells, luminescence, set 2. reporter increase, % at 12.5 µM. D54 ERlucT glycosylation luciferase reporter, 24 h; percent of 100 nM tunicamycin response. 0.23% of 360,000 active;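 active means mean luciferase reporter signal, scaled so untreated is 0 and the glycosylation-blocking control 100, at or above a set limit in every replicate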;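 further: luciferase carries N-glycosylation sites so blocking glycosylation raises the light; 0% = median of neutral control wells and 100% = median of 100 nM tunicamycin wells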
NOD2 RIPK2 PPI: NOD2-RIPK2 binding disruptors in cells, primary screen, fluorescence, CHO cells, BLA complementation; Receptor-interacting serine/threonine-protein kinase 2 (Homo sapiens), O43353; CCF4 ratio; inhibition, % at 4.98 µM; 0.38% of 360,000 active; AID 624267, 2012; in the data active means inhibition above about 21%;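 further: 0% = vehicle only and 100% = reference blocker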
MC4R antag cAMP: MC4R antagonists of cAMP signaling, primary screen, cell-based, TR-FRET, antagonist arm of biased-ligand search | MC4R-expressing cells, MTII-stimulated cAMP, LANCE TR-FRET | 0.48% of 360,000 active | inhibition, % at 6.5 µM | Melanocortin receptor 4 (Homo sapiens), P32245;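 active means inhibition above its plate's cutoff, the mean of tested wells on that plate plus 3 SD, cut at about 29% in these data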;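 further: 0% = Melanotan II alone and 100% = Melanotan II plus saturating MCL0020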
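System: U2OS-MC4R stable cell line; Technique: Eu-cAMP/anti-cAMP TR-FRET, emission 671 nm; Repeats: single well per compound; Also added: Melanotan II; Dosing: one concentration, 6.5 µM nominal; Schedule: 30-min compound, 1-h challenge, 1-h detection, room temperature.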
H9c2 protect: cardioprotection against H2O2-induced cell death, primary screen, uHTS, H9c2 cells, ATPLite luminescence; 0.63% of 360,000 active; AID 588492, 2011; H9c2 cardiomyocytes, H2O2 injury protection, 2 h; protection from H2O2 cell death, % at 20 µM;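 active means compounds giving at least 50% protection of heart cells from peroxide-induced death in the single-dose screen, raw or plate-pattern-corrected value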;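 further: 0% = DMSO wells with peroxide and 100% = DMSO wells without peroxide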
NCOA2 inhibitor: inhibition of GAL4-SRC2 driven luciferase reporter, primary screen, SRC2 inhibitor project, cell-based, luminescence. Nuclear receptor coactivator 2 (Homo sapiens), Q15596. HEK293 GAL4-SRC2 luciferase reporter. inhibition, % at 9 µM. 0.17% of 370,000 active. AID 651957, 2012;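 active means inhibition above the mean inhibition of all tested compounds plus 3 SD, set per campaign, cut at about 52% in these data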;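 further: 0% = DMSO treated cells and 100% = cells given Gossypol at 36 µM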
* marks the source's active call; other numbers are inactive results; . = not tested or not shown.

SMILES	ABHD5 PLIN5 PPI	ABCB6 inh 2	MC4R ag barr	HTR2A ag	TLR9-MyD88 block	Glyco luc inh	NOD2 RIPK2 PPI	MC4R antag cAMP	H9c2 protect	NCOA2 inhibitor
CCCOc1ccc([N+](=O)[O-])cc1C1NC(=S)NC(c2ccccc2)=C1C(=O)OCC (centres undefined)	-1.4	104.0	-0.6	-2.6	-5.8	-0.9	13.1	17.5	-16.5	7.1
O=C(COC(=O)c1cccc(O)c1)Nc1nnc(-c2ccccc2)o1	2.9	96.0	-2.9	7.7	7.1	-1.8	0.7	8.2	2.3	-6.4
CCN(Cc1ccccc1)S(=O)(=O)c1cc(C(=O)OC)n(C)c1	3.5	96.0	2.4	1.7	8.0	-2.6	-7.6	3.0	-16.8	-16.7
CC(C)CCC(C(=O)O)C(C)CC(=O)NC1CCCCC1 (centres undefined)	-5.5	101.0	-2.2	-2.6	-0.6	0.6	-6.6	-2.3	-1.0	-22.6
N#CC1=C(N)Oc2n[nH]c(-c3ccccc3)c2C1c1ccsc1 (centres undefined)	-26.5	110.0	-1.2	3.0	6.2	1.0	-0.1	-15.4	-7.9	18.0
C[C@H](N)c1nnc(SCc2ccc(Cl)cc2Cl)o1	0.0	97.0	-0.3	-0.5	-11.9	0.4	3.3	8.8	1.0	21.4
O=C(COC(=O)CNC(=O)c1ccccc1F)NC1CC1	3.5	94.0	-1.1	3.6	-1.4	1.3	-13.0	12.9	7.4	23.1
c1ccc(SCc2cc(-c3ccccc3)no2)cc1	-10.7	100.0	-3.4	2.0	-3.5	-3.4	5.0	7.8	-20.1	-40.8
COC(=O)C1=C(C)NC(=O)NC1c1cccc(OC)c1OCc1ccccc1 (centres undefined)	7.1	92.0	-0.8	-1.1	-5.2	0.4	-15.7	1.9	-6.8	-15.9
CCCCOC(=O)CCn1c(=S)oc2ccccc21	-0.7	118.0	1.4	-2.8	-9.8	0.0	-1.6	8.5	-0.6	-21.1
CC(C)OC(=O)c1sc2nc3c(cc2c1N)C(=O)CCC3	-4.6	90.0	-2.2	0.1	3.6	4.2	0.2	7.2	3.4	-20.5
CN=C(Nc1cccc(S(=O)(=O)N2CCOCC2)c1)c1ccccc1	4.4	90.0	-0.6	6.1	5.4	-0.8	-3.1	2.7	-3.2	10.9
COc1ccc(/C=N/NC(=O)c2cc(C)oc2C)cc1OC	-0.9	100.0	-1.4	1.1	-4.1	1.6	0.9	-6.4	0.7	-14.2
Cn1cccc1C(=O)OCC(=O)NCCc1ccccc1	1.4	96.0	-1.1	-6.5	-2.2	1.4	1.3	3.4	9.4	-20.7
CC(NC(=O)C(=O)N1CCCCC1)C(c1cccs1)N1CCN(c2ccccc2)CC1 (centres undefined)	-1.8	97.0	-3.0	-4.0	9.2	-0.8	-3.9	7.7	-1.0	-12.1
Cn1c(Cc2ccccc2)nnc1SCC(=O)Nc1ccc(N2CCOCC2)cc1	-3.1	99.0	-0.8	-0.7	5.0	1.2	7.0	6.2	-1.3	9.5
CC(C)CC(c1nnnn1Cc1ccc(F)cc1)N1CCC(C(N)=O)CC1 (centres undefined)	3.1	100.0	-2.2	4.5	9.5	1.8	-3.7	10.1	-0.2	-2.5
O=c1[nH]nc(-c2ccc(NCCCO)c([N+](=O)[O-])c2)c2ccccc12	3.9	104.0	-1.9	-4.5	4.3	-6.8	-14.3	-11.9	58.2*	-15.4
CCCCOc1ccc(S(N)(=O)=O)cc1	2.9	81.0	2.0	2.9	3.2	-0.4	-18.6	-0.8	2.5	-25.6
COc1ccc(OC)c(C(=O)c2coc3ccc(O)c(CN(C)C)c23)c1	8.7	99.0	-1.2	2.7	-8.7	-1.1	0.2	0.1	2.5	0.2
CCCCC1(Cc2ccc([N+](=O)[O-])cc2)C(=O)N(c2ccccc2)N(c2ccccc2)C1=O	3.3	98.0	-1.4	1.2	-3.9	-16.6	4.0	12.2	-17.1	-5.6
CCNC(=O)C(=O)NCCc1ccc(Cl)cc1	-4.0	102.0	-1.9	0.5	6.4	1.0	-6.0	-1.7	-0.5	12.4
Cc1ccc(S(=O)(=O)N2CCCCC2)cc1C(=O)N1CCCCCC1	-4.6	96.0	-0.5	4.7	-7.0	0.7	-6.7	-0.2	-0.5	26.3
CC(C)(C)OC(=O)C[C@H]1C/C=C\C[C@H](CC(=O)NCCO)C(=O)NC[C@@H](c2ccccc2)OC1=O	-1.4	94.0	-0.3	0.5	-3.3	2.7	-2.6	0.0	7.8	-8.5
CC1(C)SC(=S)N(/N=C/c2cccnc2)C1N(O)C(=O)NC1CCCCC1 (centres undefined)	-2.6	100.0	-0.7	4.0	13.8	0.1	-3.8	2.3	1.6	-22.6
CCCOc1ccc(CCCN=C(N)N)cc1Cl	-0.6	100.0	0.1	-5.8	.	1.5	6.2	7.3	-2.5	-17.9
COCCNCCCCOc1ccc(Br)cc1C	3.5	92.0	-1.8	-3.1	-6.8	-2.0	2.4	7.4	5.9	7.3
COc1cccc(C2c3[nH]c4ccccc4c3C[C@H]3C(=O)N(c4ccccc4C(=O)NCCCN4CCOCC4)C(=O)N23)c1 (some centres undefined)	2.3	101.0	-1.6	-7.0	-8.9	1.3	3.5	11.3	39.7	-24.0
COc1ccc(C)c2sc(N(CCN(C)C)C(=O)c3ccc(S(=O)(=O)N(C)c4ccccc4)cc3)nc12	5.9	101.0	-0.2	-1.7	-8.2	-1.6	-11.7	-8.6	18.8	1.3
CCN(CC)c1ccc(C2Nc3cccc4cccc(c34)N2)c(O)c1	0.0	102.0	0.5	4.3	-3.3	3.8	-1.2	32.6*	-3.9	-18.8
CCOC(=O)c1c(NC(=O)CSc2nc3ccccc3[nH]2)sc2c1CC(C)(C)NC2(C)C	-2.9	101.0	-3.3	-2.5	2.7	-5.2	10.5	-1.2	-4.8	2.7
O=C1CC(/C=C/c2cccnc2)=Nc2ccccc2N1	9.2	95.0	-1.6	1.7	-5.7	0.8	7.7	-13.4	14.1	15.7
Cc1cc(C)n(C(CC(=O)N2CCc3ccccc3C2)C(=O)O)n1 (centres undefined)	2.7	98.0	2.3	6.4	-0.1	1.6	-6.1	-5.1	7.5	1.9
CC(C)c1ccc(C2CC(=O)c3cnc(NC(=O)c4ccco4)nc3C2)cc1 (centres undefined)	-6.6	94.0	1.5	1.0	1.6	2.1	-3.7	-0.4	-3.8	-0.2
O=C(NCc1cccc(Cl)c1)c1ccc2nc(N3CCOCC3)sc2c1	11.7	92.0	0.8	1.2	1.5	-2.6	4.2	17.1	0.8	-7.2
CCOC(=O)c1ccc(NC(=O)N2CCN(CCc3ccccc3)CC2)cc1	0.2	99.0	2.0	2.3	1.1	-1.7	-3.9	3.7	-2.7	-20.4
Nn1c(SCC(=O)Nc2ccc3c(c2)OCO3)nnc1-c1ccccc1	-2.2	96.0	-0.2	2.0	-0.2	3.5	-1.7	1.8	-1.3	-43.9
Cc1cc(-c2ccccc2)nc2oc3c(c12)NC(=O)CN(c1ccccc1)C3=O	6.8	99.0	-1.9	3.0	-2.7	1.4	4.9	8.9	5.3	-37.2
CCOc1ccccc1NC(=O)COC(=O)c1cc(C)oc1C	-3.4	93.0	0.3	-5.2	4.7	-1.9	0.7	8.0	1.8	-21.9
COc1ccc(C(=O)NC(=S)NNC(=O)COc2ccccc2)cc1	-6.5	97.0	-1.5	-1.6	12.9	-0.1	3.4	3.5	18.7	9.4
O=c1cnnc(NCc2ccccc2)[nH]1	-6.1	92.0	-0.8	-2.3	8.7	2.4	-4.6	3.5	-0.5	8.5
CC(C)C12CN3CC(C(C)C)(CN(C1)C3(C)C)C2=O	1.4	98.0	-0.8	0.8	4.6	1.6	-6.4	4.4	-0.1	-16.7
CN(C)c1nc(Cl)cc(N2CCOCC2)n1	-1.6	100.0	-1.3	0.1	4.8	-0.3	4.3	-1.3	-2.0	8.0
CCN1C(=O)N(C)C(N(O)C(=O)NC)C1(C)C (centres undefined)	-2.4	101.0	-1.2	-0.6	1.8	1.7	-0.2	-3.8	-0.4	-3.4
COc1ccc(C(C(=O)Nc2ccc(F)cc2)N2CCN(CC(=O)N3CCCC3)CC2)cc1 (centres undefined)	4.9	.	.	5.9	.	.	-16.1	.	.	-19.6
CC(C)C[C@H](NC(=O)c1cc2cc(Cl)ccc2n1C)C(=O)N1CCC[C@H]1C(=O)O	2.1	100.0	-2.0	-0.6	-4.5	-2.3	-7.2	-2.0	1.5	-9.1
COCCn1cnc2c1c(=O)n(CC(=O)OCC#N)c(=O)n2Cc1ccccc1	6.0	97.0	-3.0	1.3	4.3	0.7	5.2	8.8	11.5	-24.0
COc1cccc(-n2nnnc2SCC(=O)NCc2ccco2)c1	1.2	102.0	-1.4	5.1	-7.5	1.9	-12.8	4.7	6.7	-4.5
COc1ccc(CCNC(=O)C2CC(c3cccc(F)c3)=NO2)cc1 (centres undefined)	-1.4	100.0	-2.1	-3.1	-4.7	3.1	-1.3	-0.1	1.2	14.3
O=C(CSc1ccc(Cl)cc1)NC1CC1	-7.3	103.0	0.2	4.3	-15.8	0.5	-0.5	9.6	14.0	-19.2

(continued)
SMILES	ABHD5 PLIN5 PPI	ABCB6 inh 2	MC4R ag barr	HTR2A ag	TLR9-MyD88 block	Glyco luc inh	NOD2 RIPK2 PPI	MC4R antag cAMP	H9c2 protect	NCOA2 inhibitor
COc1ccc(S(=O)(=O)N2CCOCC2)cc1NC(=O)COc1ncnc2ccccc12	7.4	99.0	1.1	-4.6	-4.0	-1.8	-4.8	1.9	4.8	-0.4
O=C(COc1coc(CN2CCc3ccccc3C2)cc1=O)Nc1ccc(F)cc1F	-9.0	100.0	-2.6	-2.5	-2.9	0.3	-0.9	6.7	-3.0	4.4
O=C(NCC1CCCO1)/C(=C/c1ccccc1)NC(=O)c1ccccc1 (centres undefined)	6.7	101.0	-1.1	-1.6	-0.5	1.5	2.4	15.8	4.8	1.8
Cc1cc(C)cc(NC(=O)C2CCCN(c3nc(C)cc(C)n3)C2)c1 (centres undefined)	-1.1	93.0	1.0	3.0	1.5	0.7	-2.7	14.6	-0.4	-12.6
COCCNC(=O)c1cc(C)ccc1C	2.9	101.0	-1.4	2.7	1.5	1.9	-10.6	-7.0	7.4	-10.3

Some of the compounds tested (hit frequency here may not be typical).
